Source: PubChem (several laboratories)
GC-B act = human GC-B receptor activators, primary screen, HEK293 GC-B cells, cGMP TR-FRET, EC30 CNP. Atrial natriuretic peptide receptor 2 (Homo sapiens), P20594. 0.11% of 370,000 active. activation, % at 10 µM. 0% at EC30 CNP, 100% saturating CNP;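 active = activation at 10 µM reaching about 35% in either raw or pattern-adjusted values, limit read from the data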
Target sequence (P20594 whole entry, looked up): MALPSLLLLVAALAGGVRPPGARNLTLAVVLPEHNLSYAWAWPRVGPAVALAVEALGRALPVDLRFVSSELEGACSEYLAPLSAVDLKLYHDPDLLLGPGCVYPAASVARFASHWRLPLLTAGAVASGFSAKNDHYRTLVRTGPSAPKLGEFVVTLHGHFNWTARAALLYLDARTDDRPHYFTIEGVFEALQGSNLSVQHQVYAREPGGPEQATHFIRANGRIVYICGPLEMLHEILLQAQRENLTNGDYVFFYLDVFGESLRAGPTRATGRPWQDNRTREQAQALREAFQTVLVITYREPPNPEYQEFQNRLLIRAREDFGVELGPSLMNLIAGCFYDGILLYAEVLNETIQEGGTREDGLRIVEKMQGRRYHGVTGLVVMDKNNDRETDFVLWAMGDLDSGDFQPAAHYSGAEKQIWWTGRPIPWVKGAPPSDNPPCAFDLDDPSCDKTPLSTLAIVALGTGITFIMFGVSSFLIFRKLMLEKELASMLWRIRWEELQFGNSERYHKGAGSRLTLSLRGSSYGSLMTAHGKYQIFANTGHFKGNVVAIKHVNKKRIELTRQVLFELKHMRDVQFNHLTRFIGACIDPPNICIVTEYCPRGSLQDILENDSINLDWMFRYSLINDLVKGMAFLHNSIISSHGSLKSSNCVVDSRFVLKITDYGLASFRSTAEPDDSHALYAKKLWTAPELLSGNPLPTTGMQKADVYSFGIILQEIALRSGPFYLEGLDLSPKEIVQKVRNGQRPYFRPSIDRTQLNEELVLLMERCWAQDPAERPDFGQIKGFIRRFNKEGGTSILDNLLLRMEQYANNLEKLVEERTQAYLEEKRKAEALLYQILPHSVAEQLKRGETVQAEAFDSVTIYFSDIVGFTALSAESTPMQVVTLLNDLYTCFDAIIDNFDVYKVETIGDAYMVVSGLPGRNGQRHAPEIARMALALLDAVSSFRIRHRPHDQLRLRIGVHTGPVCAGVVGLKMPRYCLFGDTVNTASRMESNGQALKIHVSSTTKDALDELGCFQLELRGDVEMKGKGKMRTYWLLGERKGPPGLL
GC-A act = GC-A stimulated cGMP production enhancers – HEK293 GC-A cells, cGMP TR-FRET, EC30 ANP, primary screen; 0% at EC30 ANP, 100% saturating ANP; activation, % at 10 µM; 0.14% of 370,000 active; in the data active = activation above about 40%
hgDAF12 agonist = H. glycines DAF-12 receptor agonists, primary screen, cell-based, luminescence, HEK293, GAL4 fusion, UAS-luciferase; 1.8% of 370,000 active; Nuclear hormone receptor DAF-12 (Heterodera glycines), GAL4 fusion; AID 687014, 2013; activation, % at 6.8 µM; HEK293 GAL4-hgDAF12 UAS-luciferase reporter, agonist luminescence; normalized to butyrate control;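 active = activation above a cutoff set at the mean of all screened compounds plus 3 SD, cut at about 10% in these data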;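 note: 0% = DMSO wells and 100% = sodium butyrate wells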
hcDAF12 agonist = H. contortus DAF-12 nuclear receptor activators, primary screen, cell-based, luminescence, HEK293, lit1-tk-luc reporter; activation, % at 6.8 µM; AID 652067, 2013; 1.4% of 370,000 active; HEK293 hcDAF-12 lit1-tk-luc reporter; 0% DMSO, 100% Δ7-dafachronic acid;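 active = activation above the mean of all tested compounds plus 3 SD, cut at about 5.5% in these data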;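 note: 100% = response to 3 µM Δ7-dafachronic acid high control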
SMARCA2 act = SMARCA2 (BRM) function activators, primary screen, cell-based, luminescence, high throughput; MG213 cells, MMTV-luciferase reporter, dexamethasone, overnight; activation, % at 9.1 µM; 1% of 370,000 active; in the data active = activation above about 7.8%;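 note: 0% = vehicle wells and 100% = reference activator wells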
DAX1 inh-1 = DAX1 (NR0B1) inhibitors, primary screen, cell-based, HEK293, Gal4-DAX1, luciferase luminescence; Nuclear receptor subfamily 0 group B member 1 (Homo sapiens), P51843; HEK293 Gal4-DAX1 luciferase reporter; AID 504766, 2011; inhibition, % at 6.75 µM; 0.99% of 340,000 active;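 active = inhibition above the mean over all tested compounds plus 3 SD, cut at about 4.2% in these data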;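 note: 0% = DAX1-transfected cells with DMSO and 100% = empty-vector control cells with DMSO; inhibition shows as a rise in luminescence from relieved DAX1 repression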
sPLA2-III inh = human group III sPLA2 inhibitors, primary screen, biochemical, QFRET, BODIPY PC-A2 liposome substrate; Group 3 secretory phospholipase A2 (Homo sapiens), Q9NZ20; QFRET BODIPY PC-A2 liposome hydrolysis, fluorescence; inhibition, % at 12.2 µM; 0.56% of 370,000 active;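 active = inhibition above mean plus 3 SD of compounds lying within the high and low control bounds, cut at about 19% in these data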;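 note: 0% = median of test compound wells and 100% = no enzyme DMSO wells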
ssDAF-12 act = S. stercoralis DAF-12 nuclear receptor activators, primary screen, cell-based, luminescence, HEK293, GRIP1 co-expression, lit1-tk-luc | activation, % at 6.8 µM | AID 652126, 2013 | HEK293 ssDAF-12/GRIP1 lit1-tk-luc reporter; % of 3 µM dafachronic acid response | 1% of 370,000 active;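 active = activation above the mean over all tested compounds plus 3 SD, cut at about 0.9% in these data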;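 note: 0% = DMSO-only wells and 100% = 3 µM delta7-dafachronic acid wells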
FXN GAA850 act = FXN promoter activators, primary screen, cell-based, luciferase luminescence, HEK293 lucGAA850 | activation, % at 6 µM | 0.56% of 360,000 active | AID 540364, 2011 | HEK293 lucGAA850 FXN promoter luciferase reporter, 24 h; percent of 10 µM SAHA response;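 active = activation above the average of all compounds screened plus 3 SD, cutoff fixed separately per campaign, cut at about 7.5% in these data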;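 note: 0% = DMSO wells and 100% = 10 µM SAHA wells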
ADAM10 inh = human ADAM10 inhibitors, primary screen, biochemical, QFRET, HTS | Disintegrin and metalloproteinase domain-containing protein 10 (Homo sapiens), O14672 | recombinant ADAM10, EDANS/DABCYL FRET peptide cleavage, 3 h | inhibition, % at 7 µM | 0.62% of 370,000 active | AID 720582, 2013;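 active = inhibition above a per-campaign cutoff equal to the mean of compounds falling between control-based bounds plus 3 SD, cut at about 20% in these data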;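 note: 0% = DMSO wells while the 100% control is not disclosed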
DAX1 inh-2 = DAX1 (NR0B1) inhibitors on StAR promoter, primary screen, cell-based, luminescence, SF-1 (NR5A1), full-length DAX-1. AID 652010, 2013. 1.1% of 370,000 active. HEK293T StAR-luciferase reporter, SF-1/DAX-1 repression relief. inhibition, % at 6.8 µM;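 active = inhibition above the mean over all tested compounds plus 3 SD, cut at about 3.6% in these data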;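 note: 0% = DAX-1 cells with DMSO and 100% = cells lacking DAX-1 with DMSO; higher inhibition means more luminescence from relief of DAX-1 repression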
* hit, by the source's call; i = inactive; x = no result given.

SMILES	GC-B act	GC-A act	hgDAF12 agonist	hcDAF12 agonist	SMARCA2 act	DAX1 inh-1	sPLA2-III inh	ssDAF-12 act	FXN GAA850 act	ADAM10 inh	DAX1 inh-2
Cc1nc(C)c(C(=O)Nc2ccccc2-c2ccccc2)o1	2	-4	-0.5	-0.3	1	2.5	1	-1.4	-0.1	0	0.0
NC(=O)c1ncn([C@@H]2O[C@H](C(=O)N[C@H](Cc3ccccc3)C(=O)O)[C@@H](O)[C@H]2O)n1	5	6	-6.8	2.0	-3	x	11	-1.3	x	-11	0.3
CCOC(=O)C1(C)CCCN(C(=O)c2ccc(OC)cc2OC)C1 (configuration not stated)	0	-2	-0.4	-1.5	-4	x	11	-1.5	-0.2	-2	-0.3
CCn1cc(C(=O)NC(=S)Nc2ccccc2Br)cn1	0	4	3.1	0.3	4	0.5	1	-1.2	2.4	-4	1.8
O=C(Cc1cn(Cc2ccccc2)c2ccccc12)Nc1ccc(Oc2cccnc2)cc1	4	3	2.5	-2.3	-4	x	-27	-1.3	x	12	0.5
CCOC(=O)C1(C)CCN1C(=O)c1cc(F)cc(F)c1 (configuration not stated)	-2	3	1.0	0.2	-1	x	2	-0.8	-0.6	-6	-0.5
Cc1c(OC(C)C(=O)O)ccc2c3c(c(=O)oc12)CCCC3 (configuration not stated)	0	-1	2.2	-0.9	0	0.1	-1	-0.8	1.0	i	0.2
CC(C)(C)c1cc2cccnc2n1Cc1cccc(Cl)c1	-17	-34	-0.5	1.0	-4	-1.2	2	-1.1	-1.3	-9	-0.4
COC(=O)c1sccc1NC(=O)c1ccc(C)s1	4	3	0.6	4.1	3	-0.4	-1	-0.1	0.8	4	-0.3
CCN(CC)C(=O)c1cc2c(=O)c3cc(F)ccc3oc2nc1C	-1	-1	5.1	1.1	9.6*	-0.3	1	0.2	7.3	-37	0.8
CCN(CC)C(=O)C1CCCN(C(=O)c2oc3ccc(C)cc3c2C)C1 (configuration not stated)	4	-1	1.6	0.7	-1	0.4	2	-1.1	0.4	9	0.6
CSc1ccccc1NC(=O)Nc1cccc(Cl)c1C	0	-7	-2.4	-1.5	2	1.1	6	-1.2	0.2	-6	-0.5
COCCNc1nc2cc(-c3ccccc3)sc2c(=O)n1C	-3	-1	0.2	-1.6	-2	x	-19	-0.9	1.7	-102	0.1
Cc1cccc(NC(=O)CN(CC2CCCO2)C(=O)c2oc3ccccc3c2C)c1C (configuration not stated)	-1	0	1.1	0.7	0	-0.3	-5	-0.7	-1.1	-6	0.4
O=C(CSc1nnc(-c2ccc(Br)o2)n1Cc1ccccc1)c1ccccc1F	x	x	0.9	-1.5	-1	2.4	-28	-0.3	1.4	-6	-0.5
Cc1nc(C(=O)NCCC(C)C)sc1C1(C)CC(c2cccc([N+](=O)[O-])c2)=NO1 (configuration not stated)	1	0	0.4	-1.7	0	-0.4	-5	-1.4	0.1	18	-0.4
COc1ccc(/C=N\NC(=O)c2ccccc2Br)cc1COc1ccc(F)cc1	-3	-2	-1.6	0.2	0	-1.0	9	-0.7	0.1	-1	-0.9
Cc1cc(C(=O)NNC(=O)c2cccc([N+](=O)[O-])c2)n[nH]1	11	-1	-0.5	3.6	-2	0.3	8	-1.8	1.9	-5	-0.4
O=C(NCCc1nnc2ccc(NCCCN3CCOCC3)nn12)c1ccccc1F	-3	0	0.1	-0.1	-1	0.1	3	-1.3	-1.2	-10	-0.5
CCCCC(=O)Nc1ccnc(-c2cccnc2)n1	-4	0	1.4	-0.7	-7	-1.2	-2	-1.5	-1.9	0	0.0
Cc1ccc(NC(=O)c2ccc(CSc3nnc(-c4ccncc4)n3C)cc2)cc1	3	-2	3.9	-0.4	1	0.1	9	0.7	0.4	-1	0.2
COc1cccc(-n2c(Cc3cc(=O)[nH]c(=O)[nH]3)nnc2SCC(=O)NC2CCCCC2)c1	6	4	5.2	-1.1	-2	1.6	1	-0.8	-1.2	-9	0.4
COc1ccc2c(COC(=O)CC3Sc4ccccc4NC3=O)cc(=O)oc2c1 (configuration not stated)	5	-1	5.2	2.9	1	-1.2	-10	-0.4	3.4	-119	-0.1
CCOC(=O)CSc1nnc(-c2ccco2)n1-c1ccccc1	-4	3	1.4	-1.2	-4	1.1	0	-0.6	1.3	7	2.2
O=C(CCc1ccccc1)Nc1cc(C(F)(F)F)ccc1Cl	-4	2	0.8	-2.5	-2	-0.3	-3	-1.3	1.6	3	-1.4

SMARCA2 act: entries above that show a hit.
SMILES	GC-B act	GC-A act	hcDAF12 agonist	SMARCA2 act	DAX1 inh-1	sPLA2-III inh	ssDAF-12 act	FXN GAA850 act	ADAM10 inh	DAX1 inh-2
CCN(CC)C(=O)c1cc2c(=O)c3cc(F)ccc3oc2nc1C	-1	-1	1.1	9.6*	-0.3	1	0.2	7.3	-37	0.8

Profiles, looked up by structure. Values in the order: GC-B act	GC-A act	hgDAF12 agonist	hcDAF12 agonist	SMARCA2 act	DAX1 inh-1	sPLA2-III inh	ssDAF-12 act	FXN GAA850 act	ADAM10 inh	DAX1 inh-2
Listed for CCOC(=O)C1(C)CCCN(C(=O)c2ccc(OC)cc2OC)C1 (configuration not stated) = 0	-2	-0.4	-1.5	-4	x	11	-1.5	-0.2	-2	-0.3
Listed for O=C(Cc1cn(Cc2ccccc2)c2ccccc12)Nc1ccc(Oc2cccnc2)cc1 = 4	3	2.5	-2.3	-4	x	-27	-1.3	x	12	0.5
Listed for O=C(CCc1ccccc1)Nc1cc(C(F)(F)F)ccc1Cl = -4	2	0.8	-2.5	-2	-0.3	-3	-1.3	1.6	3	-1.4

Next section.
SMILES	GC-B act	GC-A act	hgDAF12 agonist	hcDAF12 agonist	SMARCA2 act	DAX1 inh-1	sPLA2-III inh	ssDAF-12 act	FXN GAA850 act	ADAM10 inh	DAX1 inh-2
CCOC(=O)N1CCC(NC(=O)c2ccc(CS(=O)(=O)c3ccccc3C)o2)CC1	-2	4	-2.9	-3.2	-1	0.2	5	-1.3	0.9	-4	0.0
CCOC(=O)c1cnc(-c2ccccc2)nc1N1CCOCC1	3	5	0.5	0.1	0	-0.1	4	-1.5	1.6	5	-0.6
O=C(Nc1ccc(C(=O)O)cc1)/C(=C\c1ccco1)NC(=O)c1ccccc1	0	-2	0.2	0.5	1	1.5	-6	-0.9	0.6	-3	0.6
CCc1cc(=O)oc2cc(OCC(=O)NCCN3CCOCC3)c(Cl)cc12	-6	1	0.1	-1.1	-5	-0.5	10	-0.6	-3.1	-45	0.0
COc1ccc(C2N(c3ccccn3)C(=O)C3CCCN32)c(OC)c1 (configuration not stated)	-1	-3	-0.3	-0.1	-2	1.5	6	-1.1	-1.4	-5	-0.1
Cc1sc2nc(CSc3ncn[nH]3)[nH]c(=O)c2c1C	2	-4	1.1	-1.9	-3	-0.3	-3	-1.7	2.7	0	1.5
CC(C)OCCCNc1ncnc2c1[nH]c1ccc(F)cc12	7	8	-7.7	-4.0	-2	-5.0	-3	-2.5	-5.9	-346	-2.5
O=C(CC1SC(=NCc2ccccc2)NC1=O)Nc1ccccc1 (configuration not stated)	-1	-2	-3.2	2.5	1	-0.8	-8	0.0	2.0	0	-0.2
CN(C)S(=O)(=O)n1ccnc1	8	4	0.5	0.5	-2	2.2	4	-0.8	-2.7	-1	-0.2
CC(=O)c1ccc(OCC(O)CN2CCN(c3ccc(F)cc3)CC2)cc1 (configuration not stated)	-1	2	-3.4	-3.0	-2	-0.3	0	-1.4	1.3	-4	-0.2
COc1ccc(CNC(=O)C2CCCC2)cc1	0	4	1.8	-0.3	-1	2.1	-1	0.3	1.4	-1	-0.1
C#CCNC(=O)C[C@H]1C[C@@]2(C(=O)OC)C(=C[C@H](C(C)(C)C)O[C@@H]2C)N(Cc2ccco2)C1=O	-17	-21	-1.5	-0.1	-1	x	-2	-0.9	x	-7	0.1
O=C(O)c1ccc(/C=N/Nc2ccc(S(=O)(=O)N3CCCC3)cc2[N+](=O)[O-])cc1	-3	-3	-1.5	0.8	-3	2.1	0	-1.8	1.8	1	0.2
Cc1cccc(NC(=S)N(C)C2CCCCC2)c1	2	5	-0.8	3.1	-2	1.7	8	-1.2	1.9	-10	-0.4
CC1CCN(C(=O)COC(=O)c2ccccc2NC(=O)c2ccco2)CC1	-2	3	3.6	-0.1	4	1.2	-2	-0.9	3.7	-62	0.5
Cc1cc(C)c(C(N)=O)c(Nc2ccc(F)cc2)n1	2	4	0.5	-1.9	-2	1.0	-2	-1.4	0.4	2	0.0
CCOC(=O)Cn1nnnc1C(CC)N(Cc1cc2ccc(C)cc2[nH]c1=O)C1CCCC1 (configuration not stated)	-1	-5	-2.4	-1.8	-1	0.4	3	-0.6	0.5	-109	-0.5
CC(=O)C1(C(=O)NCc2ccccc2)CC(c2ccccc2C(F)(F)F)=NO1 (configuration not stated)	5	-1	3.6	-1.5	2	x	-3	-0.9	x	0	-0.6
COC(=O)C(Cc1cnc(Cl)s1)(C(=O)OC)c1ccc(C(F)(F)F)cc1[N+](=O)[O-]	-10	-11	-0.3	0.9	-6	-0.9	7	-0.7	-0.6	20*	0.0
CCOc1ccccc1NC(=O)CCN1CCN(S(=O)(=O)c2ccc(OC)cc2)CC1	-12	-4	-1.3	1.6	1	0.9	7	-1.2	-0.3	2	-0.1
CCc1ccc(NC(=O)C(=O)NCC2CCCN2S(=O)(=O)c2cccs2)cc1 (configuration not stated)	2	3	-2.0	-2.6	-1	-4.1	-1	-1.6	-0.1	6	-4.3

Ordered by length of the SMILES (high to low): 3 of the compounds above.
SMILES	GC-B act	GC-A act	hgDAF12 agonist	hcDAF12 agonist	SMARCA2 act	DAX1 inh-1	sPLA2-III inh	ssDAF-12 act	FXN GAA850 act	ADAM10 inh	DAX1 inh-2
CCc1cc(=O)oc2cc(OCC(=O)NCCN3CCOCC3)c(Cl)cc12	-6	1	0.1	-1.1	-5	-0.5	10	-0.6	-3.1	-45	0.0
CC(C)OCCCNc1ncnc2c1[nH]c1ccc(F)cc12	7	8	-7.7	-4.0	-2	-5.0	-3	-2.5	-5.9	-346	-2.5
Cc1cccc(NC(=S)N(C)C2CCCCC2)c1	2	5	-0.8	3.1	-2	1.7	8	-1.2	1.9	-10	-0.4
